# Source: PubChem (several laboratories)
# M5 PAM: CHRM5 positive allosteric modulation | activation, % at 3 µM | CHO-K1 hM5, Fluo-8 calcium, ACh EC20 PAM; 0% = ACh EC20, 100% = ACh EC100 | 360,000 compounds, 0.3% hits | P08912 | AID 624038;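 active = activation above the run cutoff, the mean activation of all test compounds plus 3 SD, cut at about 18% in these data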
#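 Replicates: One well per compound, no replicates | System: Human M5 receptor in CHO-K1 cells | Benchmarks: Low control EC20 acetylcholine (0%), high control EC100 acetylcholine (100%) | Probe or stimulus: Acetylcholine, EC20 level | Times: Fluo-8 loading 80 min at 37 °C plus 30 min room temperature | Signal: Intracellular calcium via Fluo-8 fluorescence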
# M4 ag: agonists of human muscarinic M4 receptor (CHRM4); activation, % at 3 µM; AID 624127; 360,000 compounds, 0.14% hits; CHO-K1 hM4/Gqi5, Fluo-8 calcium fluorescence; vehicle 0%, full acetylcholine response 100%; P08173;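 active = activation above the run mean over all test wells plus 3 SD, cut at about 32% in these data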;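 also: peak over basal fluorescence ratio per well then scaled between controls; 0% = DMSO wells and 100% = acetylcholine at EC100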
# Target sequence (P08173 whole entry, looked up): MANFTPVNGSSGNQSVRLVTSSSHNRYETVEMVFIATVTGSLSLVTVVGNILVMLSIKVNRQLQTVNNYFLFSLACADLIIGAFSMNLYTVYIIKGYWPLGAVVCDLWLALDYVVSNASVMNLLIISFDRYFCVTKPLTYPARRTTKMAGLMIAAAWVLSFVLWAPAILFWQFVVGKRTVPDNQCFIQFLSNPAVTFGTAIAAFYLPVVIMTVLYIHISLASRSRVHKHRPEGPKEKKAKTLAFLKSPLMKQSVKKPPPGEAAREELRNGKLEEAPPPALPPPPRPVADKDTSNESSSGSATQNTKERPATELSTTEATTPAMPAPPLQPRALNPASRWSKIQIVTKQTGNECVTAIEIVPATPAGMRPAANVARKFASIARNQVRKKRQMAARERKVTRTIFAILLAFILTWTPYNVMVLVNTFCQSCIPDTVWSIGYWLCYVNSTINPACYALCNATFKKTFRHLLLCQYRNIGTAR
# CHRM4 antagonist: CHRM4 antagonism in calcium assay. P08173. CHO-hM4 cells, ACh EC80, Fluo-8 calcium fluorescence. inhibition, % at 3 µM. 360,000 compounds, 0.73% hits. AID 624125;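 active = inhibition above its plate's cutoff, the mean inhibition of sample wells plus 3 SD, cut at about 27% in these data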;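 also: 0% = acetylcholine EC80 with DMSO and 100% = DMSO without agonist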
# CHRM4 PAM: positive allosteric modulators of human muscarinic M4 receptor. AID 624126. CHO-K1 hM4/Gqi5, Fluo-8 calcium fluorescence, ACh EC20; 0% = ACh EC20, 100% = maximal ACh. P08173. activation, % at 3 µM. 360,000 compounds, 0.4% hits;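 active = activation above its plate's cutoff, the mean activation of sample wells plus 3 SD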; also: some results filed as inactive read as strong as hits
# M1 antag: human CHRM1 antagonism. 360,000 compounds, 1.3% hits. AID 588852. CHO-K1 hM1, Fluo-8 calcium fluorescence, ACh EC80 antagonist. P11229. inhibition, % at 3 µM;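 active = percent inhibition above its own plate's cutoff, namely the mean of that plate's compound wells plus 3 SD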;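 also: peak over basal fluorescence ratio during 140 s after agonist addition; 0% = ACh EC80 plus DMSO and 100% = DMSO alone without agonist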
# Target sequence (P11229 whole entry, looked up): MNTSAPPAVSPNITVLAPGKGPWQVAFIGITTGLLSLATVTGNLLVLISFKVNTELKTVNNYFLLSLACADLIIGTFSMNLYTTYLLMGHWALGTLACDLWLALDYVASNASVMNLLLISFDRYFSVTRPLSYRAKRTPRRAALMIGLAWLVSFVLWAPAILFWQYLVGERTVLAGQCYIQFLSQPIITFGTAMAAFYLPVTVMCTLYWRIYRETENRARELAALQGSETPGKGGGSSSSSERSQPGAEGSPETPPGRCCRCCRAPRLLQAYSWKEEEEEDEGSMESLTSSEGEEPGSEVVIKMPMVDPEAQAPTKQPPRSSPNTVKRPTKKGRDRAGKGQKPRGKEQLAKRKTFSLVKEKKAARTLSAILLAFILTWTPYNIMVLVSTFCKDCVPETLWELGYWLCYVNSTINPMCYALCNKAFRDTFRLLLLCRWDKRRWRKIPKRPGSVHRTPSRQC
# M5 ag: CHRM5 agonism in calcium assay. AID 624037. activation, % at 3 µM. 360,000 compounds, 0.19% hits. CHO-K1 hM5 cells, Fluo-8 calcium fluorescence; 0% DMSO wells, 100% maximal acetylcholine response. P08912;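 active = activation above the run's mean over test compounds plus 3 SD, cut at about 23% in these data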;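 also: signal is peak over basal fluorescence ratio across the kinetic read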
# CHRM1 PAM: human CHRM1 positive allosteric modulation. 360,000 compounds, 0.088% hits. P11229. activation, % at 3 µM. CHO-K1 hM1, Fluo-8 calcium fluorescence, ACh EC20; 0% = ACh EC20, 100% = maximal ACh; in the data active = activation above about 19%, passing the limit was not always enough
# CHRM5 antagonist: CHRM5 antagonism in calcium assay. 360,000 compounds, 0.59% hits. inhibition, % at 3 µM. CHO-hM5 cells, Fluo-8 calcium fluorescence, ACh EC80. P08912;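 active = inhibition above a per-plate cutoff, the mean of that plate's test compounds plus 3 SD, cut at about 27% in these data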;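 also: 0% = acetylcholine EC80 with DMSO and 100% = DMSO without agonist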
# CRFBP-R2 agonist: CRF-BP/CRF-R2 complex agonism | HEK293 CRF-R2/CRF-BP, calcium dye fluorescence (FLIPR); percent of saturating CRF peptide response | activation, % at 13.2 µM | 350,000 compounds, 0.46% hits;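 active = activation of at least 50%, plus an integration ratio under a set limit after plate pattern correction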;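 also: plate controls were neutral control wells without compound for no effect and CRF at EC100 for full effect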
# Numbers without * were called inactive; · = no result given.
SMILES,M5 PAM,M4 ag,CHRM4 antagonist,CHRM4 PAM,M1 antag,M5 ag,CHRM1 PAM,CHRM5 antagonist,CRFBP-R2 agonist
Cc1ccnc(NC(=O)CNC(=O)c2ccc3ccccc3c2)c1,1,1,-2,-5,2,-2,1,-6,-1.6
Cc1c(C)n(CCCN(C)C)c2ncnc(NC3CCCCC3)c12,-2,0,-2,-1,-7,-3,3,1,-1.4
CC(=O)c1ccc(OC(C)C(=O)NCC2(N3CCOCC3)CCCCC2)cc1 (stereo unspecified),10,1,-14,0,-12,2,2,-13,0.6
CC(OC(=O)CNC(=O)C12CC3CC(CC(C3)C1)C2)C(=O)Nc1ncc(Cl)cc1Cl (stereo unspecified),2,2,5,3,-8,-4,3,-2,-2.0
Cc1ccc(C)c(S(=O)(=O)N2CCC(c3nc4c(nnn4Cc4ccc5c(c4)OCCO5)c(=O)[nH]3)CC2)c1,-7,2,42*,-14,-5,-5,9,12,-0.6
Cc1c(C(=O)N2CCCC2(C)C(=O)NCC(C)C)oc2ccccc12 (stereo unspecified),1,-1,-2,-7,-7,-2,4,8,·
Fc1ccc(COc2ccc(Cl)cc2/C=N/Nc2nc(N3CCCC3)nc(N3CCCC3)n2)cc1,-9,34*,-1,-15,21,2,-10,17,4.5
CC1(C)C2CC=C(/C=N/NC(=O)C3CC3)C1C2 (stereo unspecified),4,1,2,1,4,-1,-4,-4,0.6
CC(C)OCCCNc1nc2c(c(=O)n(Cc3ccccc3F)c(=O)n2C)n1C,1,1,-5,0,-5,1,8,-1,0.7
COc1cc(C(=O)Nc2scc(-c3ccc(C)cc3)c2C(=O)O)cc(OC)c1OC,3,-1,62*,-13,-10,0,4,10,-1.5
O=[N+]([O-])c1ccc(NC2CCN(Cc3ccccc3)CC2)c([N+](=O)[O-])c1,-6,3,3,-14,10,-10,-31,3,0.2
CC(=O)C1=C(C)NC(SCC(=O)Nc2nccs2)=C(C#N)C1c1ccccc1Cl (stereo unspecified),-7,4,7,-9,4,0,-5,11,-1.9
CCn1cc(C(=O)N2CCCC2)c(=O)c2cc(S(=O)(=O)N3CCC(C)CC3)ccc21,1,1,-2,-7,1,0,2,-8,-1.2
CC1CC(C)(C)NC(=S)N1CCCC(=O)Nc1ccc(F)cc1 (stereo unspecified),3,4,-3,2,-13,6,10,5,0.6
COC(=O)c1sccc1NC(=O)COc1ccc(F)cc1Cl,4,0,5,3,-7,-1,5,14,7.1
CSC(=NS(=O)(=O)c1ccc(C)cc1)SC,-2,2,9,0,1,-4,6,2,-0.7
C#CC[N+]1(CC#Cc2cccc3ccccc23)CCOCC1,3,1,-13,2,-4,-9,5,6,-2.6
COc1ccc(S(=O)(=O)Nc2ccc(Cl)cn2)c(C)c1C,2,0,-2,15,-5,-4,1,0,0.8
COc1cccc(OC)c1C(=O)Nc1sc2c(c1C#N)CCC2,-5,0,1,1,5,0,4,13,30
COc1cccc(-n2c(Cn3nc(C(F)F)cc3C(F)F)n[nH]c2=S)c1,3,0,-3,8,-8,-3,4,-1,2.7

# Random excerpt: four records from the list, in no set order.
SMILES,M5 PAM,M4 ag,CHRM4 antagonist,CHRM4 PAM,M1 antag,M5 ag,CHRM1 PAM,CHRM5 antagonist,CRFBP-R2 agonist
Cc1c(C)n(CCCN(C)C)c2ncnc(NC3CCCCC3)c12,-2,0,-2,-1,-7,-3,3,1,-1.4
CC1CC(C)(C)NC(=S)N1CCCC(=O)Nc1ccc(F)cc1 (stereo unspecified),3,4,-3,2,-13,6,10,5,0.6
COc1ccc(S(=O)(=O)Nc2ccc(Cl)cn2)c(C)c1C,2,0,-2,15,-5,-4,1,0,0.8
C#CC[N+]1(CC#Cc2cccc3ccccc23)CCOCC1,3,1,-13,2,-4,-9,5,6,-2.6

# Continuation:
SMILES,M5 PAM,M4 ag,CHRM4 antagonist,CHRM4 PAM,M1 antag,M5 ag,CHRM1 PAM,CHRM5 antagonist,CRFBP-R2 agonist
CCOc1ccc(/C=N/NC(=S)Nc2c(C)cccc2C)cc1,-5,4,-15,-3,-20,-9,1,-2,-1.2
O=C(C1CC1)N(CCc1ccccc1)Cc1nc2ccccc2c(=O)[nH]1,-2,4,0,-3,-12,3,8,2,-0.5
COc1ccc(O)c(/C=N/NC(=S)Nc2cccc(S(=O)(=O)N(C)C)c2)c1,-15,19,8,-25,16,9,-13,6,1.2
O=C(CNC(=O)c1ccccc1)OCc1nc2ccccc2s1,3,1,8,-1,-11,0,12,2,-2.8
COc1ccc(CN(Cc2nc3ccccc3c(=O)[nH]2)C(=O)C(C)(C)C)cc1,-7,1,-1,-3,5,-2,-3,3,-0.2
CC(=O)c1cccc(NC(=S)N2CCc3ccccc32)c1,4,1,-1,10,-8,-3,18,-6,3.0
Cc1cnc(NC(=O)c2ccc3ncsc3c2)s1,-4,2,-23,12,-7,3,10,-7,4.4
CCOC(=O)c1cc(CC)sc1/N=C/C1C(=O)CC(C)(C)CC1=O,1,0,0,-2,-1,1,-2,-6,0.3
O=C(Cc1ccccc1)NCc1ccncc1,5,0,10,-2,4,0,2,11,-0.7
CCOP(=O)(NC(c1ccccc1)c1nc2ccccc2[nH]c1=O)OCC (stereo unspecified),1,0,-11,3,-11,-3,13,-2,-1.0
Cc1ccccc1N1CCN(C2CCCN(C(=O)c3cc[n+]([O-])cc3)C2)CC1 (stereo unspecified),-4,-1,-3,-2,-1,-2,1,-2,-1.8
O=[N+]([O-])c1ccccc1N/N=C\c1ccccc1Cl,4,1,-6,4,-26,-1,2,-4,-1.8
Cc1ccc2nc(C(F)(F)F)c(C#N)c(N)c2c1,0,5,-6,7,-4,2,3,0,-1.9
O=c1oc2ccccc2c(N2CCCCC2)c1[N+](=O)[O-],3,1,-2,6,8,1,-3,0,-0.8
O=C(C[N+]1(CC#Cc2ccccc2)CCOCC1)c1ccccc1,4,2,-8,-1,-4,-12,-4,0,0.5
Cc1noc(C)c1NC(=O)Nc1ccc2c(c1)C(=O)N([C@H](C)CO)C[C@@H](C)[C@@H](CN(C)S(=O)(=O)c1cn(C)cn1)OCCCC[C@H](C)O2,2,1,-3,-2,-3,1,1,2,1.4
Cc1cccc(Cc2nc3ccccc3[nH]2)c1,-4,1,4,0,-5,-2,6,18,-0.9
Cc1cc(C(=O)NNC(=O)/C=C/c2ccco2)c(C)o1,6,0,-18,10,-9,3,10,-2,1.0
COc1ccc(NS(=O)(=O)c2ccc(NC(=O)C3CCCO3)cc2)cc1 (stereo unspecified),-11,9,9,-9,3,2,-3,8,6.7
CCN(CC)CCNC(=O)CNC(=O)c1nn(-c2ccc(OC)cc2OC)c(=O)c2ccccc12,-3,0,0,1,-12,-4,9,1,2.6
Cc1csc(=NC(=O)c2ccccc2)n1Cc1ccco1,-3,-2,7,-3,-7,-1,2,5,-1.8
Cc1ccc(C)c(NC(=O)CN(C)C(=O)c2ccc(-c3cccc(C(F)(F)F)c3)o2)c1,-5,0,-5,4,-5,1,10,0,-1.3
COCCn1c(=S)[nH]c2cc(C(=O)N3CCCC(C)C3)ccc2c1=O (stereo unspecified),-2,11,4,-6,10,7,0,2,0.0
O=C(NCC(=O)N(c1cccc(F)c1)C(C(=O)NC1CCCC1)c1ccco1)c1ccco1 (stereo unspecified),7,2,-11,13,-10,1,5,-12,-1.4
COc1ccc(OC)c(NC(=O)c2ccc(-n3cccn3)nc2)c1,-3,0,13,-5,6,0,0,1,-2.1
O=P1(O)C=C(c2ccccc2)NC(c2ccccc2)=C1,-3,0,6,-1,-8,-1,9,1,0.3
CCc1cccc(C)c1NC(=S)N(CCCN1CCN(C)CC1)Cc1cccs1,1,1,-9,-5,-13,-11,9,12,-1.6
O=C(CC1CCCC1)Nc1cc(C(F)(F)F)ccc1-n1cncn1,-6,1,12,-6,-15,-4,9,10,1.2
O=C(Nc1nccs1)c1cc2sccc2n1Cc1ccc(Cl)cc1,-3,0,-4,0,-4,2,5,4,0.1
COc1cc(C2C3=C(COC3=O)Oc3cc4c(cc32)OCO4)cc(OC)c1OC(C)=O (stereo unspecified),0,1,-6,2,-18,-4,7,6,-1.1
Cc1c(C(=O)NCc2cccs2)sc(=O)n1Cc1ccc(S(=O)(=O)N(C)C)cc1,-11,14,1,-6,-1,2,-6,5,·
CCN(CC)CCN(C(=O)/C=C/c1cccs1)c1nc2ccc(F)cc2s1,9,3,-3,-2,8,-4,-4,1,-0.2
CCN(CC)CCNC(=O)/C(=C/c1cn(CC)c2ccccc12)NC(=O)c1cc(OC)c(OC)c(OC)c1,2,0,-5,10,-4,1,1,11,3.1
Cc1ccc2nc(Cl)c(CNCc3ccccc3)cc2c1,-4,0,0,-2,-8,-1,8,2,-0.5
CC(=O)Oc1cccc(C2=CC(=O)CC(C)(C)C2=O)c1,0,1,2,2,-1,3,-4,4,-0.4
CC1CCCC(C)N1C(=O)Cn1cc(/C=C2/C(=O)Nc3ccccc32)c2ccccc21 (stereo unspecified),-4,1,4,0,3,-1,1,1,3.3
O=C(/C=C/c1ccco1)NCCCN1CCOCC1,0,1,5,-3,3,-2,-4,-6,0.1
O=C(Cn1c(=O)cnc2ccccc21)Nc1cc(Cl)ccc1N1CCOCC1,-3,5,-12,3,-11,-7,4,11,-2.5
COc1ccc(CCNC(=O)CN2CCC(n3nnc4cc(F)ccc43)CC2)cc1OC,-1,0,-4,5,-6,1,8,-7,1.0
Cc1csc(SCc2nnc(-c3ccccc3Br)o2)n1,0,2,-10,3,-14,0,15,7,-1.3
COc1ccc(C(=O)N[C@H](C(=O)OCC(=O)NC(=O)c2cccn2C)C(C)C)cc1,0,2,-4,-6,-11,0,10,1,0.0
COc1ccc(NC(=O)CSc2nc3ccccc3c3nc4ccccc4n23)cc1,0,1,-9,4,1,1,0,-3,9.1
COc1ccc(-c2ocnc2C(=O)N2CCN(C(=O)C(c3ccccc3)c3ccccc3)CC2)cc1,0,3,-32,-2,-10,-4,2,1,-4.5
C[C@H](CO)N1C[C@H](C)[C@@H](CN(C)S(=O)(=O)c2cccs2)OCc2cn(nn2)CCCC1=O,4,1,0,-2,-6,-2,3,2,-1.1
CCOc1ccc(C(C)C)cc1S(=O)(=O)n1nc(C)cc1C,-4,0,1,5,-2,-8,2,-8,-3.9
Cc1ccccc1OCCSc1nc(N(C)C)nc(N(C)C)n1,0,-2,-10,1,-7,0,6,-7,-0.5
COc1ccc(OC)c(S(=O)(=O)NC2CCN(Cc3ccccc3)CC2)c1,-3,1,3,-10,-3,-1,-5,8,-1.8
O=C(COC(=O)c1ccc(O)cc1)NCC1CCCO1 (stereo unspecified),9,2,-9,-1,2,1,5,-9,-2.1
O=C(c1ccco1)N1CCN(C(=O)c2cc(-c3ccncc3)nc3ccc(Br)cc23)CC1,-14,15,0,-6,24,1,-10,13,2.7
CCN(CC(O)c1cccc(O)c1)C(=O)C12CC3CC(CC(C3)C1)C2 (stereo unspecified),2,2,-3,2,-5,-3,4,5,0.5
Cc1ccccc1N=C1NC(=O)CC(c2ccccc2)S1 (stereo unspecified),1,0,-7,3,-6,-6,1,-6,-0.2

# Compounds were not picked by outcome; 2.8% or so of the library scored in one or more.
